Screens deposited in PubChem BioAssay by Sanford-Burnham Center for Chemical Genomics.
CXCR6 block: CXCR6 receptor inhibitors, primary screen, cell-based, beta-arrestin, luminescence, CHO-K1 PathHunter, 1536-well. inhibition, % at 20 µM. actives 0.36% (n = 360,000). AID 602244, 2012; in the data active means inhibition above about 34%, passing the limit was not always enough;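 further: antagonist mode with CXCL16 agonist at 10 nM final; 0% = 10 nM CXCL16 with DMSO and 100% = unstimulated wells without agonist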
Target sequence (O00574 whole entry, looked up): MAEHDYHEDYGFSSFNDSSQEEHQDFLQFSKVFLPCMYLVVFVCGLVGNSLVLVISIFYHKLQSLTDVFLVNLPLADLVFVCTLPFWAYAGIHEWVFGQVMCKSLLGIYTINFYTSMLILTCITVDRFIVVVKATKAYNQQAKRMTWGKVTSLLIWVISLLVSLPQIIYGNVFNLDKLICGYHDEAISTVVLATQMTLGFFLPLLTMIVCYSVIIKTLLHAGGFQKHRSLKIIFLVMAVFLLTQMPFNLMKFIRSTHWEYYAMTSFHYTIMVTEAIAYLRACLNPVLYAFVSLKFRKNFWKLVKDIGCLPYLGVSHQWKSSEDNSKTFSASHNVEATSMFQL
* hit, by the source's call.

cpd | molecule | CXCR6 block
1 | C[C@@H]1CCCN1[C@H]1CS(=O)(=O)N[C@@H]1COCc1ccccc1 | 3
2 | CC(=O)Nc1cnc(-c2ccc3c(c2)OCO3)cn1 | -7
3 | CC(CC(=O)Nc1ccc2c(c1)c(=O)n(C)n2Cc1cccc(C(F)(F)F)c1)C(F)(F)F (stereo unspecified) | -7
4 | CCOC(=O)C1CCCN(C(=O)Cn2ncc3c(=O)oc4ccc(C)cc4c32)C1 (stereo unspecified) | -1
5 | O=C1CC[C@@H]2C[C@@]3(C[C@@H]4CCN1[C@H]24)Nc1cc([N+](=O)[O-])ccc1NC3=NCc1ccccc1 | 12
6 | O=C(COC(=O)c1ccc2c(c1)OCCO2)NCc1ccc(Cl)cc1 | 1
7 | COc1cccc(-c2nc3nc(C)cc(C)n3c2NCc2ccccc2)c1 | 1
8 | Cc1ccccc1S(=O)(=O)NC(=O)C1(C)CCN1C(=O)CC1CCCCC1 (stereo unspecified) | 4
9 | CCC(CC)C(=O)N(C)c1c(C)nc2c(OCc3ccc(OC(F)F)cc3)cccn12 | -1
10 | Cc1ccc(S(=O)(=O)N2CCC(C(=O)Nc3ccc(S(=O)(=O)N4CCOCC4)cc3)CC2)cc1 | -6
11 | CSc1ccc(CN2CCC2(C)C(=O)NC2CCN(Cc3ccccc3)CC2)cc1 (stereo unspecified) | -3
12 | COC(=O)C[C@H]1C[C@H]2c3cc(NC(=O)Nc4ccc(F)cc4)ccc3O[C@H]2[C@@H](CO)O1 | -4
13 | O=C1NC(=O)C2(CCCc3ccc([N+](=O)[O-])cc32)N1 (stereo unspecified) | -4
14 | NC(c1csc(Nc2cnccn2)n1)C1CCCCC1 (stereo unspecified) | -7
15 | CC(C)C[C@H]1CNC(=S)N1CC1CCCN1C[C@H](Cc1ccccc1)N1C[C@H](Cc2ccc(O)cc2)N(CC2CCCCC2)C1=S (stereo partly specified) | 1
16 | COc1cccc(N(C(=O)CCl)C(C(=O)NCCc2ccccc2)c2cccs2)c1 (stereo unspecified) | -2
17 | O=[N+]([O-])c1ccccc1OCCCn1cnc2ccccc21 | 2
18 | CC1(c2ccc(F)cc2)OC(=O)c2c1ccc1ccccc21 (stereo unspecified) | 0
19 | O=S(=O)(Nc1cc2nc3ccccc3nc2n1Cc1ccccc1)c1ccc(Cl)cc1 | -9
20 | Cc1nn(C)c(C)c1N1C(=O)c2cccc3c(N)ccc(c23)C1=O | 4
21 | CCCCNC(=O)C1(C)CCCCCN1Cc1cc2ccccc2o1 (stereo unspecified) | 6
22 | O=C1/C(=C/c2ccc(O)c(O)c2)SC(=S)N1Nc1ccccc1 | 51*
23 | COc1ccc(-c2nc3ccc(Cl)cn3c2Cc2cccc(Cl)c2)cc1OC | 5
24 | O=C(CCc1nnc(Cc2c[nH]c3ccccc23)o1)NCCC1CCCCO1 (stereo unspecified) | 5
25 | CCC(C)C1(C2CCCC2)NC(=O)NC1=O (stereo unspecified) | 2
26 | O=C(OCCOc1ccccc1F)c1cc(S(=O)(=O)N2CCOCC2)ccc1F | -13
27 | CCCCCCCCN1C(=O)[C@H](CC(=O)NCCCOC)C[C@@]2(C(=O)OCC)CCCC=C12 | 6
28 | Cc1cn([C@H]2C[C@H](O)[C@@H](/C=C/C(=O)NCCN3CCCCC3)O2)c(=O)[nH]c1=O | -2
29 | CC12CCC3c4ccccc4CCC3(CO1)C2 (stereo unspecified) | 5
30 | Oc1ccccc1C1CCCCC1c1ccccc1 (stereo unspecified) | -10
31 | CNc1cccc(-c2ccccc2CO)n1 | 1
32 | CCOC(=O)C1CCN(C(=O)c2ccccc2)c2scc(-c3ccccc3)c2C1=O (stereo unspecified) | -7
33 | Cc1cc(C)n2c(NC3CCCC3)c(-c3cc4ccccc4o3)nc2n1 | 0
34 | Cc1ccccc1S(=O)(=O)NC(=O)C1(C)CCN1C(=O)COc1ccc(Cl)cc1 (stereo unspecified) | -6
35 | Cc1ccc([C@@H]2C[C@H]3[C@@H](CN2S(=O)(=O)c2ccc(C)cc2)C(=O)C[C@@H](c2ccc(Cl)cc2)N3S(=O)(=O)c2ccccc2C)cc1 | 2
36 | CSc1ncnc2c1ncn2CCCN1CCN(c2ccccn2)CC1 | 6
37 | Cc1cc([N+](=O)[O-])c2[nH]c(C(=O)N/N=C/c3ccccc3C(=O)O)c(-c3ccccc3)c2c1 | 15
38 | S=c1[nH]c2cnc(Cl)nc2[nH]1 | 0
39 | CCCCC[C@@H](C)N1C[C@@H](COCc2ccccc2)Oc2cc(N3CCC[C@@H]3COC)ccc2S1(=O)=O | 12
40 | CN(Cc1ccc(Cl)c(Cl)c1)C(=O)C1CC(=O)N(c2ccc3c(c2)OCCO3)C1 (stereo unspecified) | -8
41 | CC(C)c1ccc(CC(=O)N2CCC2(C)C(=O)NS(=O)(=O)c2ccc(F)cc2F)cc1 (stereo unspecified) | -6
42 | CSCCC(NC(C)=O)C(=O)Oc1ccc2c3c(c(=O)oc2c1)CCCC3 (stereo unspecified) | 1
43 | CCc1nc2c(OCc3cc(Cl)cc(Cl)c3)cccn2c1N(C)C(=O)CC(C)C | 2
44 | COc1ccc(-c2cc(C(F)(F)F)nc(SCCC(=O)N3CCN(C)CC3)n2)cc1 | 2
45 | Brc1cccc(-c2nc3c4ccccc4ccn3c2Cc2ccccc2)c1 | -2
46 | CC1(C)CC(=O)C=C(c2cccc(OC(=O)c3ccc(-c4ccccc4)cc3)c2)C1=O | -4
47 | OCC1OC(n2cnc3c(SCc4ccccc4)nc(NO)nc32)C(O)C1O (stereo unspecified) | -15
48 | CCCCNC(=O)C1(C)CCCCN1C(=O)c1ccc(F)c(C)c1 (stereo unspecified) | -2
49 | O=C(O)C(Oc1ccc(Cl)cc1)c1ccc(Cl)cc1 (stereo unspecified) | 2
50 | Cc1ccc(OCC(=O)N/N=C\c2ccc(C)o2)c([N+](=O)[O-])c1 | -6
51 | CC(C)(C)OC(=O)N(CCc1ccccc1)Cc1ccccc1OCc1cccc(NC(=O)/C=C/c2ccccc2)c1 | -2
52 | CCC(=O)Nc1cc(ON=C(C)C)cc([N+](=O)[O-])c1 | 0
53 | COc1ccc(C(=O)NCCN(C)C)c2nc3ccccc3cc12 | 13
54 | CN(C)CCNC(=O)c1cccc(-c2cnc3c(NC=O)cc(-c4ccccc4F)cn23)c1 | -12
55 | COc1ccccc1/C=C1\CCCC2=C1Nc1nnnn1C2c1ccccc1OC (stereo unspecified) | 10
56 | CC1(C(=O)NS(=O)(=O)c2cccc(F)c2)CCN1C(=O)CCC1CCCC1 (stereo unspecified) | -4
57 | CCc1ccc2c(c1)NC(=O)C2(C)Cc1ccccc1 (stereo unspecified) | 4
58 | COc1ccc(NC(=O)c2cc(-c3cc(Cl)ccc3OC)n[nH]2)c(C)c1 | 1
59 | COc1cc(OC)nc(Nc2nc(C(N)Cc3ccccc3)cs2)n1 (stereo unspecified) | -3
60 | N#CCCN(C(=O)Nc1ccccc1)C1CCCCC1 | 0

(list continues)
cpd | molecule | CXCR6 block
61 | Cc1cc(Br)cn2c(Cc3ccsc3)c(-c3ccco3)nc12 | 6
62 | Cc1cc(C)c2cc(C#N)c(N3CCNCC3)nc2c1 | 2
63 | C=CCc1cccc2cc(C(=O)Nc3ccc(S(=O)(=O)Nc4nnc(CC)s4)cc3)c(=O)oc12 | -1
64 | CC1(C(=O)NS(=O)(=O)c2ccccc2C(F)(F)F)CCN1C(=O)CCC1CCCC1 (stereo unspecified) | -8
65 | O=C1c2ccccc2C(c2nnnn2-c2ccc3c(c2)OCCO3)N1Cc1cccs1 (stereo unspecified) | 2
66 | COC(=O)[C@]12CCCCC=C1N(Cc1ccccc1)C(=O)[C@H](CC(=O)NCc1ccc(OC)c(OC)c1)C2 | 5
67 | CC1(C(=O)NCc2cccs2)CCN1C(=O)Cc1ccc(Cl)cc1Cl (stereo unspecified) | -5
68 | COC(=O)C1=C/CCCN(C(c2ccccc2)c2ccccc2)/C=C\1C(=O)OC | 4
69 | CC(C)C#Cc1ccc2c(c1)O[C@@H](CN(C)C(=O)c1cnccn1)[C@@H](C)CN([C@@H](C)CO)S2(=O)=O | -2
70 | O=C1NC(=O)C(c2ccccc2)(c2ccc(Cl)cc2Cl)N1 (stereo unspecified) | 0
71 | Cc1ccccc1C(=O)Nc1nnc([C@@H]2C[C@H](O)[C@@H](CO)O2)s1 | 0
72 | CN(C(=O)c1ccc(NC(=O)Cc2ccc(NC(=O)C3CCCN(C(=O)C4CC4)C3)cc2)cc1)C1CCCC1 (stereo unspecified) | 0
73 | COCCCNC1=C(C#N)C(=O)NC(c2cccs2)S1 (stereo unspecified) | 2
74 | COCOc1cccc(CN2CCC2(C)C(=O)Nc2ccc(OC)c(OC)c2)c1 (stereo unspecified) | -5
75 | O=C1NN(c2ccccc2)C(=O)C1=Cc1ccccc1O | 11
76 | Cc1cccc(NC(=O)Oc2ccc(Cl)c3cccnc23)c1 | 46*
77 | COc1cccc(CNC(=O)C2(C)CCCCN2C)c1 (stereo unspecified) | -6
78 | CCC1(O)C(=O)OCc2c1cc1n(c2=O)Cc2cc3cc(O)ccc3nc2-1 (stereo unspecified) | -6
79 | Cc1cccnc1NC(=O)Nc1cccc(F)c1 | -1
80 | C[C@@H]1CN([C@H](C)CO)C(=O)CCCn2nncc2CO[C@@H]1CN(C)S(=O)(=O)c1ccccc1F | 0
81 | Cc1ccc(S(=O)(=O)NC(=O)C2(C)CCN2C(=O)Cc2cccs2)nc1 (stereo unspecified) | -1
82 | COc1ccccc1CNc1nc(NC(C)C)nc2ccsc12 | -1
83 | CC(=O)Nc1cc(-c2ccccc2N(C)C)cn2c(-c3ccc(F)c(Cl)c3)cnc12 | 4
84 | Cc1ccc(NC(=O)C2(C)CCN2C(=O)CCC2CCCC2)cc1C (stereo unspecified) | -5
85 | CON1C(=O)C(=O)N(OC)C2CCCCC21 (stereo unspecified) | 0
86 | CCOc1ccc(OCCC(=O)OCC(=O)c2c(N)n(CC(C)C)c(=O)n(C)c2=O)cc1 | -8
87 | CN(C)S(=O)(=O)c1cccc(NC(=O)C2CCCN(C(=O)c3ccc(Cl)cc3)C2)c1 (stereo unspecified) | -2
88 | O=C1CSC(=S)N1N=Cc1c[nH]c2ccc(Br)cc12 | -13
89 | CC(O)CNc1nc(N)[nH]c(=O)c1N=Nc1ccccc1 (stereo unspecified) | 2
90 | N/C(=N\OC(=O)COc1ccc(Br)cc1Cl)c1ccncc1 | -12

Quoted from the results shown, three compounds:
cpd | molecule | CXCR6 block
61 | Cc1cc(Br)cn2c(Cc3ccsc3)c(-c3ccco3)nc12 | 6
62 | Cc1cc(C)c2cc(C#N)c(N3CCNCC3)nc2c1 | 2
63 | C=CCc1cccc2cc(C(=O)Nc3ccc(S(=O)(=O)Nc4nnc(CC)s4)cc3)c(=O)oc12 | -1

Part of the list above in order of SMILES length, smallest number first.
cpd | molecule | CXCR6 block
79 | Cc1cccnc1NC(=O)Nc1cccc(F)c1 | -1
65 | O=C1c2ccccc2C(c2nnnn2-c2ccc3c(c2)OCCO3)N1Cc1cccs1 (stereo unspecified) | 2
68 | COC(=O)C1=C/CCCN(C(c2ccccc2)c2ccccc2)/C=C\1C(=O)OC | 4
87 | CN(C)S(=O)(=O)c1cccc(NC(=O)C2CCCN(C(=O)c3ccc(Cl)cc3)C2)c1 (stereo unspecified) | -2

Results in sequence from above.
Entries 65–75 in CXCR6 block read 2, 5, -5, 4, -2, 0, 0, 0, 2, -5, 11

(more compounds)
cpd | molecule | CXCR6 block
91 | COC(=O)c1ccc(Cn2c(C)c(C(=O)NCc3cccs3)sc2=O)o1 | -9
92 | NNC(=O)Cc1cc(=O)[nH][nH]1 | -2
93 | CCCOc1c(Br)cc(C(=O)OCc2cc(=O)n3ccsc3n2)cc1OC | 0
94 | Cc1ccc(C(O)c2ncc(-c3cccc4ccccc34)[nH]2)c(C)c1 (stereo unspecified) | -12
95 | Cc1cc(NC(=S)N(Cc2cccc(Br)c2)CC2CCC(C(=O)O)CC2)ccc1Cl (stereo unspecified) | -11
96 | O=c1cc(COn2nnc3ccc(C(F)(F)F)cc32)nc2sccn12 | -4
97 | COc1ccc(-c2sc(Nc3cccc4ccccc34)n[n+]2C)c(C)c1C | -4
98 | COCCNC(=O)C1CCCN(C(=O)c2sccc2C)CC1 (stereo unspecified) | -3
99 | CCOC1CCCc2oc(-c3ccc(OC)cc3)c(C(=O)NCCCCO)c21 (stereo unspecified) | -2
100 | COc1ccc(S(=O)(=O)N2CC=C(c3ccccc3)CC2)cc1OC | -3
101 | COc1ccc(-c2cc(NC=O)c3ncc(-c4cccc(C(=O)N(C)C)c4)n3c2)c(OC)c1 | -1
102 | Cn1cc(/C=C2\SC(=S)N(NC(=O)c3cccc(Cl)c3)C2=O)c2ccccc21 | 21
103 | O=C(COC(=O)Cn1cnc2ccccc21)Nc1ccc(Br)cc1 | -2
104 | CN(C(=O)C1CC1)c1ccccc1 | 3
105 | CC(NC(=O)COC(=O)CN1C(=O)NC2(CCCC2)C1=O)c1ccc(F)cc1 (stereo unspecified) | -2
106 | CCOC(=O)C1(C)CCN1C(=O)c1cncc(Br)c1 (stereo unspecified) | -12
107 | CS(=O)(=O)c1ccc(C(=O)OCC(=O)N2CCN(CCC3CCCCC3)CC2)cc1[N+](=O)[O-] | 54*
108 | CCCCn1nnnc1C(c1ccccc1)N1CCN(C)CC1 (stereo unspecified) | -6
109 | COCCCNC(=O)C[C@@H]1C[C@@]2(C(=O)OC)CCCCC=C2N(Cc2ccc(Cl)cc2Cl)C1=O | -1
110 | O=C(Nc1cccc2c(=O)[nH][nH]c(=O)c12)c1ccc([N+](=O)[O-])cc1 | -3
111 | COc1cc(Br)c(CC2c3cc(OC)c(OC)cc3CCN2C)cc1OC (stereo unspecified) | -3
112 | O=C(/C=C/[C@H]1O[C@@H](n2cnc3c(NC(=O)c4ccccc4)ncnc32)[C@H](O)[C@@H]1O)NCC1CCCO1 (stereo partly specified) | -2
113 | Cn1cnc(S(=O)(=O)N2CCCCC2c2cc(C(=O)Nc3cccc4c3CCCC4)no2)c1 (stereo unspecified) | -2
114 | COc1ccc(-n2nc3c(c2NC(=O)COc2ccccc2OC)CS(=O)(=O)C3)cc1 | 6

With a hit mark in CXCR6 block (from the list above):
cpd | molecule | CXCR6 block
22 | O=C1/C(=C/c2ccc(O)c(O)c2)SC(=S)N1Nc1ccccc1 | 51*
76 | Cc1cccc(NC(=O)Oc2ccc(Cl)c3cccnc23)c1 | 46*
107 | CS(=O)(=O)c1ccc(C(=O)OCC(=O)N2CCN(CCC3CCCCC3)CC2)cc1[N+](=O)[O-] | 54*

Some of the compounds tested; count on the stated rates, not on these rows.
